Bioassay records: PubChem BioAssay, National Center for Advancing Translational Sciences (NCATS)
TRHR ag = qHTS for Small Molecule Agonists and Allosteric Enhancers of Human TRH Receptor: Primary Screen for Agonists; Thyrotropin-releasing hormone receptor (Homo sapiens), P34981; TRHR cells, calcium flux fluo-8, FDSS agonist mode; activation, % at 2 µM; 360,000 tested, 0.18% active; also: 0% is about no effect
Target sequence (P34981 whole entry, looked up): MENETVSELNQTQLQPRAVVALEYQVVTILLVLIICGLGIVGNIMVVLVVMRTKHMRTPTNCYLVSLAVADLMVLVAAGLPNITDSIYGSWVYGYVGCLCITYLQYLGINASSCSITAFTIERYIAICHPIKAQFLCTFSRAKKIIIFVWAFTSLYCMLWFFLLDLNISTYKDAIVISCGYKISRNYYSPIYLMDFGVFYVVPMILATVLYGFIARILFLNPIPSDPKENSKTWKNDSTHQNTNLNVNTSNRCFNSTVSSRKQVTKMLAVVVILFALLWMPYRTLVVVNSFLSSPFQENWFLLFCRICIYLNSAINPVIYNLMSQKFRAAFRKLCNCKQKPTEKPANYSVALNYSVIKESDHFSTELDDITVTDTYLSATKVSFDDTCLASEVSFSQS
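Fluo-8-loaded TRHR cells; 10 s baseline, compound added, kinetic Ca2+ fluorescence read 1/s, agonist mode.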
D2 antag = HTS Assay for Allosteric Antagonists of the Human D2 Dopamine Receptor: Primary Screen for Antagonists; HEK293 TREx D2 cells, calcium flux, dopamine EC80; inhibition, % at 10 µM; 340,000 tested, 2% active; in the data active = inhibition above about 30%; also: 0% is about no effect
Target sequence (P14416 whole entry, looked up): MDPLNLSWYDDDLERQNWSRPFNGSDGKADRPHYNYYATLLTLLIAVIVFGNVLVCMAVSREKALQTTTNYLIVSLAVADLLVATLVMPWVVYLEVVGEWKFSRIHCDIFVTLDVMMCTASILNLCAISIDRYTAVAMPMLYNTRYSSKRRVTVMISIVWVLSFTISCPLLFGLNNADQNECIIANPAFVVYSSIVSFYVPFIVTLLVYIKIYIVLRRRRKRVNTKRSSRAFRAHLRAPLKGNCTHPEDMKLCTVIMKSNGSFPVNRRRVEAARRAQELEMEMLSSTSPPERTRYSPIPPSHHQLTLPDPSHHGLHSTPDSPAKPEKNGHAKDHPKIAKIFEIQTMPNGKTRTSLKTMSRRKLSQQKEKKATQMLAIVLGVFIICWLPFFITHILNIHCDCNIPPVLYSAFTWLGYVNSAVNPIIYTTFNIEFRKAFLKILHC
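Cells plated overnight at 30 C with tetracycline; no-wash calcium dye, 30–90 min RT; 10 s baseline; compound pinned; 180 s read; EC80 dopamine added; another 180 s read.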
RXFP1 antag = qHTS Assay for Antagonists of the Relaxin Receptor RXFP1; Relaxin receptor 1 (Homo sapiens), Q9HBX9; HEK293-RXFP1, relaxin-stimulated cAMP HTRF, 30 min; hits give low values; activity change, negative = inhibition, % at 57.5 µM; 350,000 tested, 0.59% active; AID 1259400, 2018;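 active = activity change of -60% or lower, but not beyond a set lower limit; inconclusive = change between -60% and -40%, or beyond the set limit; inactive = change above -40%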; also: % is scaled to controls: 0 for no effect and ±100 for the full control effect
D1 potentiator = Potentiators of Human D1 Dopamine Receptor: qHTS; HEK293 TREx D1 cells, calcium flux, dopamine EC20 potentiation; D(1A) dopamine receptor (Homo sapiens), P21728; potentiation, % at 10 µM; 360,000 tested, 0.036% active; AID 504651, 2011; in the data active = potentiation above about 30%; also: 0% is about no effect
D2 PAM = HTS Assay for Positive Allosteric Modulators of the Human D2 Dopamine Receptor: Primary Screen for Potentiators | 340,000 tested, 0.34% active | potentiation, % at 10 µM | HEK293 T-REx D2, calcium flux, EC20 dopamine potentiation | D(2) dopamine receptor (Homo sapiens), P14416 | AID 485347, 2010;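 active = potentiation over 3 SD above the plate norm, cut at about 30% in these data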; also: 0% is about no effect
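Potentiation of an EC20 dopamine calcium response measured kinetically over 180 s, after a preceding 180 s compound-only read flagging agonists. Cells: inducible Hek293 Trex D2 line, 4000/well, cultured overnight at 30 C before dye loading.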
D1 antagonist = Antagonist of Human D 1 Dopamine Receptor: qHTS | D(1A) dopamine receptor (Homo sapiens), P21728 | HEK293 TREx D1 cells, calcium flux, dopamine EC80; hits give low values | activity change, negative = inhibition, % at 10 µM | 360,000 tested, 3.2% active | AID 504652, 2011; in the data active = activity change below about -30%; also: % is scaled to controls: 0 for no effect and ±100 for the full control effect
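Compound effects on dopamine-evoked calcium signalling were measured in tetracycline-induced HEK293 Trex D1 cells. Dopamine at EC80 followed a 180 s compound pre-read, and fluorescence was tracked kinetically for 180 s more.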
TRHR PAM = qHTS for Small Molecule Agonists and Allosteric Enhancers of Human TRH Receptor: Primary Screen for Enhancers. Thyrotropin-releasing hormone receptor (Homo sapiens), P34981. TRHR cells, fluo-8 calcium fluorescence, EC20 TRH enhancement. enhancement, % at 2 µM. 360,000 tested, 0.66% active. AID 493056, 2011; in the data active = enhancement above about 30%; also: 0% is about no effect
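Enhancer read-out: after compound pinning and an initial kinetic agonist-mode read, an EC20 of TRH (10 nM final) was injected and fluo-8 calcium signal (Ex 480/Em 530) followed at 1 s/cycle for 100 cycles in TRHR-expressing cells.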
D1 ag = Allosteric Agonists of the Human D1 Dopamine Receptor: qHTS; activation, % at 2 µM; 360,000 tested, 1% active; HEK293 T-REx D1 cells, calcium flux, agonist mode; also: 0% is about no effect
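Inducible HEK293 T-REx D1 cells, force-coupled to calcium signalling, were plated at 4000 cells/well with tetracycline and held overnight at 30 C. After no-wash calcium dye loading, compound-evoked calcium rise over 180 s flagged agonists.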
D2 agonist = HTS Assay for Allosteric Agonists of the Human D2 Dopamine Receptor: Primary Screen for Agonists; 340,000 tested, 0.53% active; activation, % at 2 µM; D(2) dopamine receptor (Homo sapiens), P14416; HEK293 T-REx D2 cells, calcium flux agonist mode;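 active = activation over 3 SD above normal in the single-dose calcium agonist read, cut at about 30% in these data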; also: 0% is about no effect
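In this primary screen, compounds producing a positive calcium signal within 180 s of addition to tetracycline-induced, force-coupled HEK293 Trex D2 cells are flagged; cells are dye-loaded with a no-wash calcium kit beforehand.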
An asterisk follows results filed as active; ? = inconclusive; . = not tested or not shown. Rule as the data show it, unless noted: active = activation above about 30%; inactive = the rest.

(1) COc1cccc2c(=O)n(CC(=O)N3CCc4ccccc43)ccc12
(2) CCSc1cc(C2C(C(=O)OC)=C(C)NC3=C2C(=O)CCC3)c(C)o1 (configuration not stated)
(3) Cc1ccc(C)n1NC(=O)c1ccco1
(4) O=C(/C=C/Nc1ccccc1Br)c1ccccn1
(5) CCOC(=O)CNc1c(-c2ccccc2)nc2ccc(Cl)cn12
(6) Cc1ccc(C(=O)N/C(=C/c2ccccc2)C(=O)NCc2ccncc2)cc1
(7) CCN1C=C(C(=O)OC)C(c2cccc(OC)c2OC)C(C(=O)OC)=C1
(8) Cc1cc(C)c(C#N)c(SCc2ccc3c(c2)OCO3)n1
Screen / compound no.	1	2	3	4	5	6	7	8
TRHR ag	0.0	0.1	0.3	-0.3	-1.1	-0.7	-1.2	0.7
D2 antag	2	5	4	-15	.	-7	-18	4
RXFP1 antag	1	5	-2	4	-10	5	-5	-2
D1 potentiator	-3	0	3	0	-6	0	3	-2
D2 PAM	8	3	-7	9	.	-2	6	17
D1 antagonist	27	12	3	-7	-9	-4	-2	-22
TRHR PAM	-4	5	-2	13	8	-5	2	-3
D1 ag	1	2	1	1	5	1	4	12
D2 agonist	0.8	0.0	0.0	-0.5	.	0.5	-0.5	0.3

The closing 2 entries of the section above are carried over, then new ones follow:
(7) CCN1C=C(C(=O)OC)C(c2cccc(OC)c2OC)C(C(=O)OC)=C1
(8) Cc1cc(C)c(C#N)c(SCc2ccc3c(c2)OCO3)n1
(9) O=c1c2sc3ccccc3c2n(Cc2ccccc2F)c(=O)n1-c1ccccc1Cl
(10) O=C(CSc1nnc(Cc2cccs2)n1C1CC1)NC1CCS(=O)(=O)C1 (configuration not stated)
(11) Cc1cc(N2CCN(C)CC2)nc2ccc(NC(=S)N3CCC4(CC3)OCCO4)cc12
(12) CNC(=O)NC1CCCc2ccccc21 (configuration not stated)
(13) CCCC(=O)OCCNc1cc(Sc2nc3ccccc3[nH]2)c2nonc2c1[N+](=O)[O-]
(14) CCOc1ccccc1OCCC(=O)N1CCN(S(=O)(=O)c2ccccc2[N+](=O)[O-])CC1
(15) Cc1ccc2c(c1)N(CC(=O)N1CCCc3ccccc31)C(=O)CO2
(16) O=c1oc2cc(OCc3ccc(F)cc3F)ccc2cc1-c1ccccn1
Screen / compound no.	7	8	9	10	11	12	13	14	15	16
TRHR ag	-1.2	0.7	-0.3	0.1	1.2	-0.5	-0.1	0.2	-0.4	0.0
D2 antag	-18	4	.	-25	-15	-3	13	-22	-5	3
RXFP1 antag	-5	-2	.	-3	-6	9	?	-4	-4	3
D1 potentiator	3	-2	10	-6	-4	-4	-10	.	10	-8
D2 PAM	6	17	4	-8	-14	8	-10	2	18	-9
D1 antagonist	-2	-22	3	-7	9	-7	-49*	1	18	-26
TRHR PAM	2	-3	20	-2	-1	14	-3	-5	7	-4
D1 ag	4	12	1	5	1	3	0	7	3	4
D2 agonist	-0.5	0.3	0.0	-0.6	0.4	-0.8	1.4	-0.2	-0.1	-0.1

(17) O=C1NC(=Nc2cccc(O)c2)S/C1=C\c1cccc([N+](=O)[O-])c1
(18) Cc1nc(C(=O)NC(C)C)nn1-c1cc(Cl)cc(Cl)c1
(19) CN(C)S(=O)(=O)c1cccc(NC(=O)CSc2nc3ccccc3[nH]2)c1
(20) CC(c1ccccc1)C1CC(=O)N(CC(=O)O)C1=O (configuration not stated)
(21) Cc1ccc(NC2CCCN(C(=O)CCC(=O)c3ccccc3)C2)cc1C (configuration not stated)
(22) N#Cc1ccc(OCc2noc(-c3ccsc3)n2)cc1
(23) Cc1ccc(C)c(N2CCN(CCCNC(=O)Cn3cc4c(n3)CCC(C)C4)CC2)c1 (configuration not stated)
(24) Cc1c(C(=O)N2CCOCC2)c(S(=O)(=O)Nc2ccc(Br)cc2F)c(C)n1C
Screen / compound no.	17	18	19	20	21	22	23	24
TRHR ag	-0.9	0.2	-0.2	0.2	0.0	-2.3	-0.1	-0.3
D2 antag	0	19	21	2	9	8	0	12
RXFP1 antag	-3	-4	-11	2	-10	1	7	18
D1 potentiator	-6	-3	-2	-7	-1	-1	-6	-2
D2 PAM	6	-2	-8	3	-10	0	-20	-3
D1 antagonist	-15	4	-20	-32*	8	-8	-2	5
TRHR PAM	0	-2	0	11	-9	-5	7	3
D1 ag	0	-1	9	6	1	2	48*	1
D2 agonist	-0.3	-0.4	-0.5	-0.3	0.1	0.6	-0.1	0.0

(25) CC1C(=O)N2CCCc3cc(S(=O)(=O)NCc4ccc(Cl)cc4)cc1c32 (configuration not stated)
(26) CCN1CCN(C(=O)c2ccccc2NC(=O)c2ccc(Cl)cc2)CC1
(27) CCOC(=O)c1cnc(SCC(=O)Nc2ccc(N3CCOCC3)cc2)nc1N
(28) CC(C)NC(=O)C1CCN(C(=O)c2cc3sccc3n2Cc2ccc(F)cc2)CC1
(29) c1ccc2c(c1)[nH]c1c(N3CCC4(CC3)OCCO4)ncnc12
(30) CC(=O)c1c(C)nc(-c2ccccc2)nc1NC(=O)C(C)C
(31) CCCNC(=O)C(=O)Nc1ccc2c(c1)N(S(=O)(=O)c1cccs1)CCC2
(32) Cc1sc2nc(C(C)C)nc(SCC(=O)N3c4ccccc4CC3C)c2c1C (configuration not stated)
Screen / compound no.	25	26	27	28	29	30	31	32
TRHR ag	-0.3	-0.7	0.2	-0.2	0.0	-0.3	0.5	1.0
D2 antag	26	9	7	-11	14	1	6	1
RXFP1 antag	-10	-8	.	-10	-36	9	7	?
D1 potentiator	0	2	-3	3	-1	-7	-5	-1
D2 PAM	-10	-15	5	-14	-3	-2	-8	-2
D1 antagonist	9	5	1	-11	-20	-13	9	5
TRHR PAM	12	16	5	-5	-9	3	-6	-1
D1 ag	0	1	2	6	7	-2	8	3
D2 agonist	0.0	0.0	0.3	0.6	0.1	1.0	0.6	0.4

(33) O=[N+]([O-])c1ccc(COc2cccc(CNc3ccc(F)cc3)c2)cc1
(34) CC(C)(C)OC(=O)NCCCC[C@H](NC(=O)c1[nH]cnc1C(=O)Nc1ccccc1)C(=O)OC(C)(C)C
(35) O=C(CN(Cc1ccc(F)cc1)C(=O)CNS(=O)(=O)c1ccccc1)NCC1CCCO1 (configuration not stated)
(36) COc1ccccc1C(=O)ON=C1c2ccccc2-c2ccccc21
(37) N#Cc1nc(-c2cccc(Cl)c2)oc1NCc1cccnc1
(38) CN(C(=O)c1c2c(nc3ccccc13)C(=O)N(C1CCCCC1)C2)c1ccc(F)cc1
(39) N#Cc1ncc(C(F)(F)F)cc1Sc1ccc(N)cc1
(40) Cc1c(C(=O)N2CCCC2)oc2c1-c1nn(CC(=O)NCc3ccccc3Br)cc1CC2
Screen / compound no.	33	34	35	36	37	38	39	40
TRHR ag	-0.1	1.0	1.1	-0.4	0.8	0.1	-1.2	-0.2
D2 antag	0	-16	17	0	24	.	.	.
RXFP1 antag	.	.	1	-14	5	-11	-2	5
D1 potentiator	-6	1	2	-4	-2	-5	-2	1
D2 PAM	-3	-4	7	-6	-7	2	.	0
D1 antagonist	-25	-11	-6	-9	-21	6	-19	-12
TRHR PAM	12	-2	8	19	0	-8	3	2
D1 ag	6	7	0	10	7	0	-1	-1
D2 agonist	-1.3	0.6	0.4	-1.0	0.2	0.1	.	-1.5

(41) CCOc1ccc(NC(=O)COC(=O)c2ccc3ncsc3c2)cc1OCC
(42) CCOc1ccc(NS(=O)(=O)c2ccc(C(=O)NCc3cccnc3)cc2)cc1
(43) CCOc1ccc(S(=O)(=O)N(C)CC(=O)N2CCN(CC)CC2)cc1
(44) COc1ccc(S(=O)(=O)N(C)C2CCS(=O)(=O)C2)cc1OC (configuration not stated)
(45) O=C(CCCOc1ccc(Cl)cc1)Nc1ccc(N2CCOCC2)cc1
(46) CCN(c1ccccc1)S(=O)(=O)c1ccc(OC)c(NC(=O)CNCCc2ccccc2)c1
(47) Cc1ccc(C)c(N(C(=O)Cc2cccs2)C(C(=O)NC2CCCC2)c2ccc(C)o2)c1 (configuration not stated)
(48) CCOc1ccc(N(CC(=O)NCc2ccc(F)cc2)C(=O)CCC(=O)Nc2nccs2)cc1
Screen / compound no.	41	42	43	44	45	46	47	48
TRHR ag	0.0	0.6	0.1	1.3	-0.4	-1.2	-0.1	-0.7
D2 antag	19	-13	-13	-2	-9	4	2	-13
RXFP1 antag	6	12	12	17	3	-2	14	2
D1 potentiator	-3	-8	-3	10	-1	-13	-5	-6
D2 PAM	4	5	.	-6	11	0	3	-22
D1 antagonist	-12	-11	15	-6	6	-33*	-1	8
TRHR PAM	8	1	6	0	13	1	-8	2
D1 ag	3	2	1	4	7	22	10	3
D2 agonist	-0.4	1.7	1.0	-0.6	-3.0	-2.5	-0.5	-1.6

(49) CCN(CC(=O)Nc1ccc(OC)cc1)CC(=O)Nc1sc2c(c1C(=O)OC)CCCC2
(50) CC1=C(c2ccc(C)cc2)S(=O)(=O)N=C1N1CCN(c2ccccc2)CC1
(51) Cc1cc(C(=O)Nc2c(C)nn(Cc3c(Cl)cccc3Cl)c2C)no1
(52) CCc1ccc(CN(C)CC(=O)Nc2ccccc2[N+](=O)[O-])cc1
(53) Cc1[nH]c(C)c(C(=O)O)c1CNC1CCCCC1C (configuration not stated)
(54) CCCC(=O)NCc1nc2cccnc2n1Cc1ccc(F)cc1
Screen / compound no.	49	50	51	52	53	54
TRHR ag	0.1	-0.5	1.8	0.4	0.7	0.0
D2 antag	12	.	12	-15	27	.
RXFP1 antag	2	-7	-4	-14	.	2
D1 potentiator	-6	1	-1	-4	3	3
D2 PAM	8	1	0	-3	1	6
D1 antagonist	20	7	6	8	-3	4
TRHR PAM	3	-5	-4	25	4	3
D1 ag	2	2	1	4	3	0
D2 agonist	0.7	-1.4	-1.0	0.6	0.2	-4.1

Profiles, quoted from the list:
Profile of CCc1ccc(CN(C)CC(=O)Nc2ccccc2[N+](=O)[O-])cc1 : TRHR ag: 0.4; D2 antag: -15; RXFP1 antag: -14; D1 potentiator: -4; D2 PAM: -3; D1 antagonist: 8; TRHR PAM: 25; D1 ag: 4; D2 agonist: 0.6
Profile of CCN(CC(=O)Nc1ccc(OC)cc1)CC(=O)Nc1sc2c(c1C(=O)OC)CCCC2 : TRHR ag: 0.1; D2 antag: 12; RXFP1 antag: 2; D1 potentiator: -6; D2 PAM: 8; D1 antagonist: 20; TRHR PAM: 3; D1 ag: 2; D2 agonist: 0.7
Profile of Cc1[nH]c(C)c(C(=O)O)c1CNC1CCCCC1C (configuration not stated) : TRHR ag: 0.7; D2 antag: 27; RXFP1 antag: .; D1 potentiator: 3; D2 PAM: 1; D1 antagonist: -3; TRHR PAM: 4; D1 ag: 3; D2 agonist: 0.2
